Source: PubChem
RTF Ca sens inh: cardiac RTF calcium desensitization. P19429+P45379. inhibition, % at 7.15 µM. IANBD-labeled cardiac RTF, Ca2+ fluorescence. hit rate 0.12% among 340,000. AID 493244;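 active = inhibition above the mean inhibition of all tested compounds plus 3 SD, cut at about 17% in these data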;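 also: assay run at fixed EC70 calcium of 1.6 mM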
NSD2 HMT inh: blocks human histone methyltransferase NSD2. inhibition, % at 12.5 µM. hit rate 0.54% among 310,000. AID 743445. NSD2 peptide methylation, AlphaScreen, 120 min. O96028; in the data active = inhibition above about 50%
Target sequence (O96028 whole entry, looked up): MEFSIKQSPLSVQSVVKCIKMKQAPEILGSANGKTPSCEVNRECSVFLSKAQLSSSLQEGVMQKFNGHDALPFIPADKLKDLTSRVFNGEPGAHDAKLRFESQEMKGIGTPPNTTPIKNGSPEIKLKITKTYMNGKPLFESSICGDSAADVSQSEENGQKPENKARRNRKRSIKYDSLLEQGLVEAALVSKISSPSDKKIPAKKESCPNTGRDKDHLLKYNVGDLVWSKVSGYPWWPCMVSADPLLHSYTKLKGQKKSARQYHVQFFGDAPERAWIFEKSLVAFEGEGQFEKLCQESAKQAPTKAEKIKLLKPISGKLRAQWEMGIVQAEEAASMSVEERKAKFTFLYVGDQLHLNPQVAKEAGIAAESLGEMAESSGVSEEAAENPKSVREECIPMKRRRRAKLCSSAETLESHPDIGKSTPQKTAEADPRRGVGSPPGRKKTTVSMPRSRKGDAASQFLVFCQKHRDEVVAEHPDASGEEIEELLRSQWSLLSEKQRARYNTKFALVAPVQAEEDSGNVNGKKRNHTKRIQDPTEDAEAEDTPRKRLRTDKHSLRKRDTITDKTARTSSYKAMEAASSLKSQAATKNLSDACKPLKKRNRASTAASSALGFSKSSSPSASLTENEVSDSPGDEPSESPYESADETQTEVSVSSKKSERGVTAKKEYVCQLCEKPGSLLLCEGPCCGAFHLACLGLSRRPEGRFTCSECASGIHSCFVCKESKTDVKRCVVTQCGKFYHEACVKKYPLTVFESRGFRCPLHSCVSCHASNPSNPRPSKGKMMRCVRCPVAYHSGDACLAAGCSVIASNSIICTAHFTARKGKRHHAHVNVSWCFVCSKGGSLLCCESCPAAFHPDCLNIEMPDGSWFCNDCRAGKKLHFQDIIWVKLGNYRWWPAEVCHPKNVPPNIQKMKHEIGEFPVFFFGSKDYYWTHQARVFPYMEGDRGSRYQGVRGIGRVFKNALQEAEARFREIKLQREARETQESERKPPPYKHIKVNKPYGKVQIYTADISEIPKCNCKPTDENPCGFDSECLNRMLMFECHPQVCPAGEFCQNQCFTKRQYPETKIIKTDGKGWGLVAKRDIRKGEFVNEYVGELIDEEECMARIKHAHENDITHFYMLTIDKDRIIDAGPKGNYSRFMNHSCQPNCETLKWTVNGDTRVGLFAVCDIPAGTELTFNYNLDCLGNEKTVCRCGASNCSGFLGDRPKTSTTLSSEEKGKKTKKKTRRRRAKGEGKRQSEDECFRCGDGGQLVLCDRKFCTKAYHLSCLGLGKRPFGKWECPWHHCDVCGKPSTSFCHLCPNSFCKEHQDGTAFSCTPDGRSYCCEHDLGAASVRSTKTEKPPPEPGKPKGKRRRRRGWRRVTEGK
V-ATPase pHluor: alters yeast V-ATPase proton transport; response, % at 10 µM; hit rate 0.37% among 350,000; S. cerevisiae, pHLuorin cytosolic pH fluorescence; AID 504577; in the data active = response mostly above about 7.3%, no sharp cut-off; inactive = mostly below about 5.4%; also: actives read high; inactives centre near 0; some compounds called inactive have numbers as strong as hits
DAGLB inh: blocks human DAGLB lipase activity | Q8NCG7 | HEK293T DAGLB membrane lysate, EnzChek fluorogenic substrate | inhibition, % at 5.17 µM | hit rate 0.059% among 340,000; in the data active = inhibition above about 34%;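 also: 0% = enzyme with vehicle and 100% = wells lacking enzyme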
Pemphigus Ab inh: blocks pemphigus antibody binding to human desmoglein-3. P32926. DSG3-coupled beads, scFv-anti-DSG3-GFP binding, flow cytometry; active compounds read low. binding (percent of control), % at 10 µM. hit rate 0.48% among 310,000. AID 588358;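 active = binding more than 3 SD below its plate's average and above zero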;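 also: hits lower antibody fragment binding to DSG3; some compounds called inactive have numbers as strong as hits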
LANA DNA inh: inhibitors of KSHV LANA C-terminal domain DNA binding; hit rate 0.078% among 340,000; AID 504423; inhibition, % at 9 µM; MBP-C-LANA/FAM-LBS DNA binding, fluorescence polarization;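 active = highest replicate inhibition at or above 60% at 9 µM, even if other replicates fall short; inactive = all replicates below 60% inhibition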;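 also: 0% = neutral control wells and 100% = 4 µM acridine orange control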
Arr AP2 block: blocks beta-arrestin peptide binding to AP2 adaptin | FITC-arrestin peptide / GST-AP2 beads, flow cytometry; AP2 beta2 appendage carries R879A mutation | inhibition, % at 10 µM | hit rate 0.31% among 340,000 | AID 504490;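 active = inhibition above a set limit, near 3 SD of compounds lacking own fluorescence, cut at about 54% in these data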;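 also: plate controls were DMSO wells for no effect and 5 µM unlabelled arrestin peptide for full effect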
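test system = AP2 appendage R879A on GSH beads | buffer or medium = PBS plus Tween 20 (0.05%) and BSA (0.1%) | incubation = 12 min plus 1 h, RT | detection = bead flow cytometry, FITC channel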
CAL PDZ FP-1: blocks peptide binding to human CAL PDZ domain; Q9HD26; purified CAL PDZ, TMR-peptide fluorescence polarization, 1 h; inhibition, % at 20 µM; hit rate 0.02% among 330,000; AID 504414;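 active = highest replicate inhibition of at least 40%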;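 also: plate controls were DMSO neutral control wells for no effect and unlabeled competitor peptide control wells for full effect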
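Test system: purified CerCALP PDZ construct; Compound dosing: one concentration, 20 µM compound; Also added: TMR-labelled reporter peptide T*-PRC34 bound in PDZ groove; Read-out: inhibition from polarization loss; Controls: unlabelled peptide and DMSO controls; Signal: FP readout, S and P plane fluorescence; Incubation: 1 h at RT.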
CAL PDZ FP-2: inhibitors of human CAL PDZ peptide binding; hit rate 0.92% among 300,000; purified CAL PDZ, TMR-peptide fluorescence polarization, 1 h; inhibition, % at 24.9 µM; AID 602252;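 active = mean inhibition of at least 30% with at least half of replicates also reaching 30%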;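 also: 0% = DMSO neutral control and 100% = excess unlabeled competitor peptide PRC23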
Keap1 Nrf2 FP: Keap1-Nrf2 (human) interaction inhibition. Q14145. Keap1 Kelch-Nrf2 peptide fluorescence polarization, 1536-well. inhibition, % at 9.4 µM. hit rate 0.15% among 340,000; in the data active = inhibition above about 12%;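 also: human Keap1 Kelch domain with fluorescein labeled Nrf2 9mer peptide probe; 0% = neutral control wells and 100% = peptide positive control; higher means more block of Keap1 binding to Nrf2 peptide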
* = called active by the depositor; / = no result given.

SMILES	RTF Ca sens inh	NSD2 HMT inh	V-ATPase pHluor	DAGLB inh	Pemphigus Ab inh	LANA DNA inh	Arr AP2 block	CAL PDZ FP-1	CAL PDZ FP-2	Keap1 Nrf2 FP
COc1ccc(OC)c(NC(=O)C2C3C=CC(C3)C2C(=O)NCc2cccnc2)c1 (configuration not stated)	/	2	-2	/	/	-0.8	16	0.0	-6	-5
O=C(CCNS(=O)(=O)c1cccc2nonc12)NC1CCCc2ccccc21 (configuration not stated)	-7	-1	-4	-2	/	3.5	12	-1.9	-1	-1
COC(=O)CCC(=O)c1oc2ccc(Br)cc2c1N	0	-1	1	-6	112	1.2	3	-1.5	/	-5
C=CCSC1=N/C(=C\c2cccnc2)C(=O)N1c1ccc(OC)cc1	-7	-1	1	0	95	0.2	0	-1.8	-1	-5
COCCn1c(SCC(=O)Nc2cccc(C)c2)nnc1C(C)C	-12	0	7	0	106	-1.4	-5	-2.5	1	-6
Cc1ccc(C2CC(=O)C=C(O)C2)cc1 (configuration not stated)	0	8	0	2	121	1.0	1	/	-2	-6
CN(C)CCCN(C(=O)c1ccc2c(c1)CCCC2)c1nc2cc3c(cc2s1)OCO3	3	10	4	1	103	-2.6	-6	-0.7	-3	-2
COc1ccc(-c2cn3cccnc3n2)cc1NC(=O)C(C)Oc1ccccc1 (configuration not stated)	-9	-13	1	5	/	0.0	0	-3.3	-2	2
CC(C)OC(=O)CSc1nnc(-c2ccccn2)n1-c1ccccc1	-3	5	1	-1	107	0.7	1	-0.3	-1	1
C=CS(=O)(=O)N(Cc1ccccc1Br)[C@H](CO)Cc1ccccc1	-7	/	-3	4	104	2.6	-3	-0.7	-3	3
O=C1CNc2ccc(C(=O)N3CCN(c4ccccn4)CC3)cc2N1	0	5	-1	-4	96	1.2	-3	-2.3	-2	-2
CC(C)(C)CC(=O)NCCCCCCNC(=O)CC(C)(C)C	7	-2	-3	-6	121	-1.1	12	-0.2	-5	-1
CC1(C)N=C(SCC(=O)Nc2ccc(Cl)cc2)C(c2ccc(Cl)cc2)=N1	-15	-2	6	-13	104	1.7	27	0.0	0	-3
CCOc1ccc(NC(=O)CCC(=O)Nc2cc(OC)c(NC(=O)c3ccco3)cc2OC)cc1	-7	2	2	-3	93	2.7	2	-2.4	-2	-1
O=C(c1ccccc1)N1CCN(C2c3cccc4cccc(c34)C2NS(=O)(=O)c2ccccc2)CC1 (configuration not stated)	-4	2	1	0	95	2.0	3	-0.7	-4	-6
COCOc1ccc(C2CC(=O)c3c(OCOC)cc(OCOC)cc3O2)cc1 (configuration not stated)	-2	/	1	-1	103	2.0	6	-0.5	-2	-4
O=C(N1CCCCC1)N1CCN(S(=O)(=O)c2ccccc2)CC1	-8	6	-3	-2	131	-1.8	-2	-1.5	1	-4
CC1=NN(c2ccccc2C(=O)O)C(=O)C1N=Nc1ccccc1 (configuration not stated)	-4	25	-2	22	107	0.0	0	-1.4	2	-3
CC1CCCN(Cc2nc3c(c(=O)n(C)c(=O)n3C)n2CCCc2ccccc2)C1 (configuration not stated)	4	2	1	-5	106	0.7	47	-2.2	-4	-1
CC(C)CCOc1ccc(C2=NNC(=O)CC2)cc1	1	1	3	2	94	1.8	/	-3.1	-1	-5
C=CCSc1nc2c(cnn2-c2ccccc2)c(=O)n1N	/	-1	-2	/	108	/	1	/	/	/
COc1cccc(CNCc2cc(OC)cc(OC)c2)c1	-1	12	4	-2	111	1.6	43	-0.5	-28	-1
CN(CC(=O)Nc1ccccc1C(F)(F)F)C(=O)CCc1nc2sc3c(c2c(=O)[nH]1)CCCC3	-3	2	2	2	100	1.2	26	-1.8	-2	-2
CCOC(=O)N1CCC(N2CCCC(C(=O)c3ccccc3OC)C2)CC1 (configuration not stated)	2	-1	4	0	97	-1.2	3	-1.6	-3	2
Cc1ccc(NC(=O)CN(C)C(=O)COC(=O)CNS(=O)(=O)c2ccc(Br)cc2Cl)cc1	-7	1	3	1	100	-0.2	-6	-2.8	-1	-4

Limited to NSD2 HMT inh and Arr AP2 block, for four of the compounds above:
Molecule	NSD2 HMT inh	Arr AP2 block
O=C1CNc2ccc(C(=O)N3CCN(c4ccccn4)CC3)cc2N1	5	-3
Cc1ccc(C2CC(=O)C=C(O)C2)cc1 (configuration not stated)	8	1
COCOc1ccc(C2CC(=O)c3c(OCOC)cc(OCOC)cc3O2)cc1 (configuration not stated)	/	6
Cc1ccc(NC(=O)CN(C)C(=O)COC(=O)CNS(=O)(=O)c2ccc(Br)cc2Cl)cc1	1	-6

Following part:
SMILES	RTF Ca sens inh	NSD2 HMT inh	V-ATPase pHluor	DAGLB inh	Pemphigus Ab inh	LANA DNA inh	Arr AP2 block	CAL PDZ FP-1	CAL PDZ FP-2	Keap1 Nrf2 FP
O=C(NNC(=S)NCCc1ccccc1)c1ccc(Br)s1	-6	7	-2	4	98	1.1	0	-0.8	2	3
CC(=O)NC1(c2ccc(F)cc2)CCN(C(=O)c2c(F)cccc2F)CC1	-9	-4	0	0	94	0.9	-14	-1.7	-7	-1
O=C(CSc1nnc(-c2cccnc2)n1Cc1ccco1)c1ccc(Cl)cc1	6	2	2	0	/	-0.6	1	-0.7	-2	-9
COc1ccc(N/N=C(\C#N)C(=N)SCc2ccccc2)cc1	-5	3	0	-1	99	0.1	0	0.6	-2	-1
CC(CNS(=O)(=O)c1ccccc1)Sc1ncccn1 (configuration not stated)	1	0	0	0	98	11	4	0.0	8	1
O=C(O)c1ccc(Br)cn1	9	-2	-1	-6	106	1.5	8	-2.3	-2	-2
CCOC(=O)c1c(NC(=O)CSc2n[nH]c(-c3ccco3)n2)sc(C)c1C	0	5	1	1	/	0.6	-4	/	10	-1
COC(=O)c1ccc(C2C3=C(Nc4nnnn42)c2ccccc2OC3)cc1 (configuration not stated)	9	1	-4	-3	104	1.4	2	-0.5	-3	3
C=CCn1c(O)c(N=NC(=O)C(O)c2ccccc2)c2ccccc21 (configuration not stated)	5	8	-1	3	104	-1.3	4	-1.0	-1	-6
O=C(CCC1CCCN(C(=O)C2=CCCCC2)C1)N1CCN(c2ccccn2)CC1 (configuration not stated)	-7	1	2	1	97	0.4	4	-0.9	3	-6
CCc1ccc(C(=O)NNC(=O)CCc2nc3ccccc3c(=O)[nH]2)cc1	-9	-1	1	1	104	1.1	-10	-3.1	-3	0
O=[N+]([O-])c1ccc(OS(=O)(=O)Cc2ccccc2)cc1	-10	-1	6	-3	87	0.1	-14	-1.5	-3	1
CC(C)n1nnnc1-c1cc(Cl)cc(Cl)c1	-15	-8	-5	1	98	-1.4	3	-2.2	/	-2
COc1cc(/C=N/NC(=O)c2ccc3ccccc3c2)ccc1Oc1ccc([N+](=O)[O-])cn1	7	0	-2	-6	89	-1.8	10	-3.7	-4	1
CC(C)COc1ccc(C(=O)OCCN2CCCCC2)cc1	-7	5	-2	-1	100	2.0	27	-3.0	-2	2
CCc1nc(N)c(C#N)c(-c2cccn2C)c1C	7	1	-1	-2	100	0.3	-4	-2.1	-2	-3
NC(N)=N/N=C/c1ccc(OCc2ccc(Cl)cc2Cl)cc1	-5	8	3	4	113	-2.6	4	-2.6	6	-3
COC(=O)c1ccn(C(=O)c2ccc(Cl)cc2)n1	-3	-2	-1	-1	101	-1.4	4	/	-5	0
COc1ccc(NC(=O)c2onc(C)c2Cl)cc1	-20	/	-2	-2	95	-1.1	-8	0.0	8	-2
C[C@]12c3[nH]c4cc(-c5ccco5)ccc4c3CCN1C(=O)[C@@H](CC(=O)NCCN1CCOCC1)C[C@@H]2C(=O)N1CCCCC1	-3	/	1	0	101	-0.5	-7	-0.8	48*	1
CN(c1ccc(OCC(=O)O)cc1)S(=O)(=O)c1ccc2ccccc2c1	-15	-2	1	2	107	2.0	1	0.1	0	-4
CCO/C=C/C(O)(CNC(=O)c1ccc(C(C)(C)C)cc1)C(F)(F)F (configuration not stated)	-1	-1	4	-1	90	0.3	1	-1.9	-3	-8
Cc1cc(OC(C)C(=O)NCc2cccnc2)c2c(C)cc(=O)oc2c1 (configuration not stated)	-1	14	-2	1	86	0.7	-8	-1.8	3	-2
O=C(C1CCCN(S(=O)(=O)c2ccccc2)C1)N1CCN(c2ccccc2)CC1 (configuration not stated)	0	3	-1	1	105	-1.6	6	-3.9	-4	-3
c1ccc(-n2ncc3c(N4CCCC4)ncnc32)cc1	-2	0	1	-1	101	2.2	2	-1.0	2	-3
Following part:
SMILES	RTF Ca sens inh	NSD2 HMT inh	V-ATPase pHluor	DAGLB inh	Pemphigus Ab inh	LANA DNA inh	Arr AP2 block	CAL PDZ FP-1	CAL PDZ FP-2	Keap1 Nrf2 FP
CC(Sc1ccccc1)C(=O)Nc1ccccc1C(=O)N1CCOCC1 (configuration not stated)	-13	0	-3	-2	102	0.7	5	-0.5	-2	-1
CCCN1CCN(CCCNC(=O)c2ccc3c(c2)NC(=O)c2ccccc2S3)CC1	-5	18	-1	3	/	-1.8	-5	-1.0	-2	2
COc1ccc(OC)c(S(=O)(=O)N2CCN(Cc3ccccc3)CC2)c1	-1	1	1	3	114	1.7	3	-1.0	-6	-1
COc1ccc(-c2[nH]ncc2[C@@H]2C[C@H]3CN(Cc4ccccc4C)C(=O)[C@]34CCCN24)cc1	-12	1	5	2	105	-1.7	0	-2.4	1	-2
Cc1cc(C)c(S(C)(=O)=O)c(S(=O)c2ccc(Cl)cc2)n1 (configuration not stated)	1	0	2	1	108	1.6	7	-1.0	-2	-1
O=S(=O)(N/N=C/c1ccc(N2CCOCC2)cc1)c1ccccc1	-8	-1	-1	0	101	-0.8	13	-0.6	-3	-4
O=C(N/N=C/c1c[nH]c2ccc(Br)cc12)C1CC1	0	2	-2	4	93	-0.7	13	-2.4	0	-5
O=C(c1cc2cc([N+](=O)[O-])ccc2oc1=O)N1CCOCC1	-8	-3	3	0	105	-1.1	13	0.0	-1	-6
CCCCc1nc2cc(C(=O)N3CCCC3)ccc2o1	2	-1	-5	0	98	-1.5	16	-3.1	-2	2
CCC(C(=O)n1cccc1C#N)c1ccccc1C (configuration not stated)	8	/	0	-2	92	0.8	/	0.4	-4	-1
COCCN(C(=O)c1oc2ccccc2c1COC)c1c(N)n(CC(C)C)c(=O)[nH]c1=O	5	3	-1	-2	91	-1.5	2	-0.6	-3	-2
CCn1c(CNc2ccc(F)cc2)nnc1SCC(=O)Nc1ccc(OC)cc1	-4	1	2	-1	/	-0.1	-7	-0.4	-2	-6

In another format: 3 of the compounds above.
Each structure is followed by: RTF Ca sens inh | NSD2 HMT inh | V-ATPase pHluor | DAGLB inh | Pemphigus Ab inh | LANA DNA inh | Arr AP2 block | CAL PDZ FP-1 | CAL PDZ FP-2 | Keap1 Nrf2 FP
COCCN(C(=O)c1oc2ccccc2c1COC)c1c(N)n(CC(C)C)c(=O)[nH]c1=O
 : 5 | 3 | -1 | -2 | 91 | -1.5 | 2 | -0.6 | -3 | -2
CCC(C(=O)n1cccc1C#N)c1ccccc1C (configuration not stated)
 : 8 | / | 0 | -2 | 92 | 0.8 | / | 0.4 | -4 | -1
CCCCc1nc2cc(C(=O)N3CCCC3)ccc2o1
 : 2 | -1 | -5 | 0 | 98 | -1.5 | 16 | -3.1 | -2 | 2

These rows are one share of the data; the hit share may differ from the screen's.
